# Yfh1-depleted yeast: mitochondrial function rescue without frataxin homolog – Friedreich's ataxia, plus single-dose screen, dose response (AID 1465) | S. cerevisiae Yfh1-off respiration, WST-1 reduction, 72 h; higher fold induction means a stronger effect | fold induction at 50 µM, or EC50 in µM where a hit was titrated | 220,000 tested, 0.074% active;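 active = fold induction of absorbance versus untreated yeast above a set limit, then at least 30% activation at any dose in follow-up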;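 note: activators that raise dye reduction in frataxin-depleted yeast; strong numbers were not always called active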
# M17LAP inhibition: P. falciparum M17LAP inhibitors, primary screen, biochemical, fluorogenic H-Leu-NHMec substrate, 1536-well (AID 1619) | inhibition, % at 30 µM, or IC50 in µM where a hit was titrated | recombinant M17LAP, H-Leu-NHMec fluorogenic kinetic assay; higher % means a stronger effect | 220,000 tested, 0.38% active;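 active = compound inhibiting the enzyme by more than half at any dose during confirmatory dose-response retesting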;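 note: plate controls were full reaction with DMSO carrier for no effect and no enzyme background for full effect; strong numbers were not always called active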
# MT stabilizer: stabilizes microtubules in HeLa cells | HeLa tubulin immunostaining HCS, 24 h; share of cells brighter than vehicle mean+2SD | % tubulin-high responders, % at 10 µM | 200,000 tested, 0.83% active | AID 2205;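 active = plate Z-score above 3 for both tubulin-high and condensed-nucleus cell shares, with cell loss under 80%, at 10 µM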;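 note: anti alpha tubulin signal scored within the nucleus-defined area of each cell; some results filed as inactive read as strong as hits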
# bCat nuc transl: alters nuclear translocation of beta-catenin in HeLa cells; immunofluorescence imaging; nuclear translocation activity, % at 5 µM; 190,000 tested, 0.3% active;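 active = nuclear translocation activity above 50% at 5 µM, with a well cell count of 50 or more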;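 note: per-cell ratio of nuclear to cytoplasmic median beta-catenin stain intensity; plate controls were DMSO negative control for no effect and GSK-3 inhibitor IX positive control for full effect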
#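 test system = HeLa cells, endogenous beta-catenin | dosing = single 5 µM dose plus 0.02–20 µM confirmation series | times = compound treatment 24 h, 37°C, 5% CO2 | technique = beta-catenin immunofluorescence imaging with DAPI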
# Dynein transport: dynein cargo transport inhibition; 220,000 tested, 0.47% active; z-score, hits read low; 3617.4 mouse cells, GR-EGFP nuclear translocation imaging; test concentration mostly 20 µM; stimulated with dexamethasone, 1 µM; hits give low values;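 active = plate z-score of nuclear minus cytoplasmic receptor signal below a set negative limit, without overly bright fluorescence or cell loss, cut at about -3.5 in these data, passing the limit was not always enough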;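 note: z-score of nuclear minus cytoplasmic ring GR-EGFP intensity difference per well; some compounds called inactive have numbers as strong as hits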
#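 Medium: Induction medium lacking tetracycline, stripped serum | Probe or stimulus: 1.0 µM final dexamethasone stimulus | Schedule: 48 h induction, then 1 h compound, then 30 min agonist, 37 °C | Signal: Automated 10x imaging of fixed Hoechst-stained cells | Evaluation: Per-cell GR-EGFP intensity, nucleus versus surrounding cytoplasmic ring, well-averaged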
# HEK293 NOD2/NF-kB: inhibition of NOD2-driven NF-kB reporter – cell-based, luminescence, uHTS, HEK293 (AID 1566); HEK293 NOD2/NF-kB luciferase reporter, luminescence; higher % means a stronger effect; inhibition, % at 4 µM, or EC50 in µM where a hit was titrated; 290,000 tested, 0.63% active; in the data active = inhibition above about 50%; note: many of its hits are not listed in these tables
# Insulin prom up: MIN6 insulin promoter up-regulation; MIN6 insulin promoter-GFP reporter, high-content imaging; hits give high values; z-score at 5 µM; 190,000 tested, 0.3% active;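 active = z-score above 3 at 5 µM with at least 500 cells counted in the well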
# NOD1 NF-kB reporter: inhibition of NOD1-driven NF-kB reporter – cell-based, luminescence, uHTS, primary screen (AID 1578). NOD1-driven NF-kB luciferase reporter cells, luminescence; higher % means a stronger effect. one-dose inhibition, % at 4 µM; EC50 in µM for titrated hits. 290,000 tested, 1% active; in the data active = inhibition mostly above about 36%, no sharp cut-off; inactive = mostly below about 34%;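 note: HEK-293T reporter cells stimulated with the NOD1 agonist gamma-tri-DAP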
# Autophagy mod: modulators of autophagy. MEF GFP-LC3 puncta imaging; test concentration mostly 10 µM. calls only at 10 µM (by protocol). AID 463193. 190,000 tested, 0.98% active;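 active = percentage of spot-positive cells more than 3 SD above its plate mean, without a fluorescence outlier flag or 80% toxicity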;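 note: spot-positive cell cutoff set from DMSO-treated cells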
# Dynein transport cytoplasmic EGFP: second read-out of Dynein transport, no call of its own (marks repeat the call); z-score; measured here: cytoplasmic GR-EGFP intensity; hits give high values
# Dynein transport nuclear GR-EGFP: recorded beside Dynein transport, whose call it bears; z-score; measured here: nuclear GR-EGFP intensity;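 lower value marks the stronger effect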
# Dynein transport cell count: recorded beside Dynein transport, whose call it bears; z-score; measured here: cell count per field
# Insulin prom up cell count: recorded beside Insulin prom up, whose call it bears; cell count; measured here: cytotoxicity, nuclei count;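 total cells summed across four imaged fields per well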
# bCat nuc transl cell count 5 µM: further read-out of bCat nuc transl, marked with its call; cell count; measured here: cell count, cytotoxicity flag
# MT stabilizer Hoechst-high %: second read-out of MT stabilizer, no call of its own (marks repeat the call); % Hoechst-high responders; measured here: nuclear condensation Hoechst responders;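 share of cells brighter than vehicle mean plus two SD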
# MT stabilizer cytotoxicity %: second read-out of MT stabilizer, no call of its own (marks repeat the call); toxicity, %; measured here: cytotoxicity by cell density;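 0% = mean cell density of plate MIN control wells and 100% = no cells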
# Autophagy mod cell loss 18 h: further read-out of Autophagy mod, marked with its call; toxicity, %; measured here: cell loss, nuclei count;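 cell loss after 18 h compound exposure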
# The depositor's hits bear a star; i = inactive; · = not tested or not shown; + = active, no number. Not all compounds are listed, so the mix of outcomes need not match the whole.
SMILES,Yfh1-depleted yeast,M17LAP inhibition,MT stabilizer,MT stabilizer Hoechst-high %,MT stabilizer cytotoxicity %,bCat nuc transl,bCat nuc transl cell count 5 µM,Dynein transport,Dynein transport cytoplasmic EGFP,Dynein transport nuclear GR-EGFP,Dynein transport cell count,HEK293 NOD2/NF-kB,Insulin prom up,Insulin prom up cell count,NOD1 NF-kB reporter,Autophagy mod,Autophagy mod cell loss 18 h
C=CCSc1nc2sc3c(c2c(=O)n1CC=C)CCc1ccccc1-3,·,-7%,3.9,3.3,6.3,·,·,-1.1,-0.28,-0.77,0.72,9%,-0.23,1128,17%,i,10
O=C(N/N=C/c1cccc(Cl)c1)C(c1ccncc1)N1CCOCC1 (stereo not given),i,1%,·,·,·,0.5,1385,-0.22,-0.26,0.54,-0.46,-20%,1,1050,-4%,·,·
COc1ccc(C)cc1N(CC(=O)Nc1cccc(N(C)S(C)(=O)=O)c1)S(C)(=O)=O,i,-3%,3.6,2.2,3.7,0.6,1012,1.1,-0.23,0.53,-0.25,-1%,-0.22,1308,-4%,i,-2
COC(=O)c1ccc(NC(=O)CN2CCN(S(=O)(=O)c3cc(Cl)ccc3OC)CC2)cc1,i,12%,4.4,0.9,5.6,-0.7,1060,-0.38,0.38,-0.23,0.93,5%,0.39,1605,5%,i,3
COc1ccc(-c2c(C)n([O-])c3c([n+]2=O)CCCC3)cc1OC,i,8%,0.9,1.1,3.7,0.2,1606,-0.25,-0.34,-0.22,1.3,-3%,0.83,1439,8%,+,24*
Cc1ccccc1NS(=O)(=O)c1ccc(OCC(=O)N2CCCCC2)cc1,i,-11%,1.6,1.6,9.5,-6.0,1197,-0.5,0.4,0.18,0.52,14%,-0.89,1022,-12%,i,1
COc1ccc(C(=O)Nc2cccnc2)cc1OC,i,27%,3.0,1.1,5.3,2.6,864,-0.23,-0.25,-0.45,1,6%,·,·,-6%,i,-4
COc1ccc(OCC(=O)Nc2c3c(nn2C(C)(C)C)CSC3)cc1,i,-1%,3.2,1.5,6.3,-1.0,995,-0.015,-0.25,0.46,0.45,20%,1.3,1043,24%,i,10
COc1c(C)cc(C(=O)C2CCCN(Cc3ccc(Oc4ncccn4)cc3)C2)cc1C (stereo not given),i,-9%,9.2,0.9,10,2.0,969,-0.19,-0.26,0.17,0.67,14%,-1.5,1131,-10%,i,15
CCN(CC)CCOc1cccc(C(C)C)c1,i,10%,2.5,2.2,9.9,1.4,1078,-0.34,-0.25,0.48,0.21,6%,-0.03,1343,-19%,i,8
O=C(CCC(=O)c1cccs1)OCC(=O)c1ccc(Cl)s1,i,17%,2.9,1.5,6.6,-5.4,977,0.63,-0.28,0.95,-0.34,4%,-0.11,1246,-6%,i,-2
CN(Cc1ccccc1)c1nnc(N)s1,·,-7%,3.9,1.7,4.6,-2.1,576,-0.73,-0.25,0.2,0.72,1%,1.5,1309,-42%,i,4
O=C(O)c1ccc2nc(-c3ccccc3)c(-c3ccccc3)nc2c1,i,-50%,2.6,2.3,6.9,0.4,1050,0.058,-0.28,0.11,1.3,-26%,0.84,1332,-26%,i,-11
Cc1ccsc1-c1nc(CN2CCN(C)C(=O)[C@@H]2C)c(C)o1,i,-1%,1.9,1.8,4.8,-1.5,1019,-0.52,-0.29,-0.038,0.98,-14%,0.35,1454,-35%,i,-5
C=CCN(C(=O)c1ccccc1)c1ccc(OC)cc1,i,35%,43*,27*,32*,17,1038,0.51,-0.15,0.18,0.26,-6%,0.29,1283,-15%,i,4
CC(NC(=O)COC(=O)CCNC(=O)c1ccco1)C12CC3CC(CC(C3)C1)C2 (stereo not given),i,-4%,3.6,2.2,4.5,-4.5,1003,0.77,0.36,0.48,-0.67,3%,-0.81,1326,-11%,i,7
CCOC(=O)c1cc2sccc2n1CC(=O)OC(C)C,i,-5%,4.2,2.7,5.7,1.1,1149,-0.31,-0.23,0.047,0.45,1%,-0.12,883,3%,i,-6
COc1ccccc1C(=O)NCC(=O)Nc1ccccc1,i,-1%,1.0,1.9,17,-0.5,1030,-0.62,-0.28,-0.21,1.2,2%,-0.36,1236,·,i,2
N#C/C(=C\c1cn(CCOc2ccccc2)c2ccccc12)C(=O)NCC1CCCO1 (stereo not given),i,-3%,2.3,1.8,11,0.7,1031,-0.067,-0.2,0.47,1.2,-14%,-0.41,1921,-2%,i,18
COc1ccc(C(=O)NC(=S)Nc2nnn(C)n2)cc1,i,-2%,8.5,1.3,6.7,-1.6,935,1,-0.2,0.63,-0.35,-9%,0.3,1271,-28%,i,10
Cn1cnnc1SCC(=O)Nc1ccc(OCc2ccccc2)cc1,i,11%,2.6,1.6,4.1,-0.4,1079,-0.71,-0.21,-0.28,0.62,-1%,-0.42,1288,-41%,i,-12
CCOc1ccc(S(=O)(=O)Nc2ccc(C(=O)N/N=C/c3c(C)nn(-c4ccccc4)c3N3CCCC3)cc2)cc1,i,9%,3.7,1.2,4.6,-2.1,940,2,-0.19,1.4,-1.7,8%,-0.51,1377,-16%,i,8
CCC(=O)Nc1ccc(C(=O)CSc2nnc(CNc3ccc(Cl)cc3)o2)cc1OC,i,9%,3.9,5.2,10,3.6,1209,-0.61,-0.17,-0.12,0.7,17%,-0.25,914,26%,i,10
CCCCOC(=O)C1=C(C)Nc2ncnn2C1c1ccc(OC)c(OC)c1OC (stereo not given),i,2%,3.7,1.6,9.8,0.4,1381,-0.82,-0.21,0.098,0.44,9%,·,·,-6%,i,2
O=C(NCC(c1cccnc1)N1CCN(c2ccccc2)CC1)c1ccco1 (stereo not given),i,·,3.1,3.0,7.2,·,·,0.69,-0.21,0.81,-0.04,·,·,·,·,i,1
CC(C)CC(=O)N1CCN(S(=O)(=O)c2ccc(Cl)cc2)CC1,i,7%,2.5,1.2,1.4,-0.8,1017,1.3,-0.13,0.59,-1.5,18%,·,·,-7%,i,6
O=c1[nH]c(CSc2ncc(C(F)(F)F)cc2Cl)nc2ccccc12,i,2%,3.9,1.5,3.2,-2.9,1088,0.85,-0.31,0.41,-0.36,-18%,-0.97,1542,-52%,i,17
CCOc1ccc2nc(N3CCCC(C(=O)NCCCN4CCOCC4)C3)sc2c1 (stereo not given),i,-7%,4.9,2.6,8.6,-1.2,1121,0.73,-0.23,0.72,0.28,-6%,-0.08,1913,-23%,+,8.6*
S=C1NCN(CCc2ccccc2)CN1,i,-9%,·,·,·,0.5,1328,0.27,-0.21,0.69,-0.99,16%,0.01,1142,0%,·,·
O=C(NC1CCCC1)C(NS(=O)(=O)c1ccc(Br)s1)c1ccccc1 (stereo not given),i,-4%,2.2,2.9,6.9,-1.3,871,-0.96,-0.3,-0.77,0.7,13%,·,·,8%,i,11
C=C(C)Cn1c(CCn2c3ccccc3c3ccccc32)n[nH]c1=S,i,7%,3.6,2.5,2.8,0.3,920,0.58,-0.16,0.69,-0.78,-7%,-0.14,1152,-19%,i,3
c1csc(-c2nnc(N3CCOCC3)c3ccccc23)c1,i,23%,2.0,1.9,7.6,-1.0,1103,0.11,0.005,-0.23,0.29,20%,0.78,1176,2%,i,16
COc1cc(NC(=O)c2ccc(F)cc2)c(OC)cc1Cl,i,-4%,3.6,1.4,3.8,1.6,935,0.11,-0.15,0.62,-1.8,9%,0.1,1073,7%,i,-4
COc1ccc(-c2csc(Nc3ccc(S(=O)(=O)Nc4cc(C)on4)cc3)n2)cc1C,i,8%,3.1,2.0,1.4,-0.4,1488,0.75,-0.2,0.1,-0.024,-68%,·,·,12%,i,-1
CNS(=O)(=O)c1cccc(C(=O)OCC(=O)Nc2cc(F)ccc2F)c1,i,-1%,4.3,2.8,9.0,-4.1,1042,-0.36,-0.34,-0.44,0.08,-1%,0.72,1610,-33%,i,1
COc1ccc(C2NC(=S)NC3=C2CCCC3=C2SCCS2)cc1 (stereo not given),i,7%,5.7,8.6,25,-3.6,1118,-0.85,-0.13,-0.8,0.43,-2%,-1.7,1142,1%,i,5
COc1cccc(-c2nnc(SC(C(=O)c3c[nH]c4ccccc34)c3ccccc3)n2C)c1 (stereo not given),i,-2%,2.3,3.4,6.8,·,·,0.045,-0.3,-0.32,0.28,7%,-0.18,1082,-50%,i,2
NC(=O)c1ccc(NS(=O)(=O)c2ccccc2F)cc1,i,14%,3.9,1.2,4.7,-1.1,852,-1,0.035,0.29,0.2,12%,-0.37,1253,3%,i,-60
Cc1cc(OC(=O)c2ccccc2)n(CCC#N)n1,i,7%,5.5,3.2,10,-5.6,965,0.21,0.075,0.85,-0.8,0%,-1.1,1462,7%,i,-7
